# Compound activity: PubChem, National Center for Advancing Translational Sciences (NCATS)
# Rab9 prom act: qHTS Assay for Rab9 Promoter Activators. Huh7 Rab9 promoter-luciferase reporter, luminescence, 24 h. Potency, µM (top dose mostly 9.22 µM), inactives show at the top dose activation, negative = inhibition, hits mostly activators. 320,000 tested, 2.8% active. AID 485297, 2010; further: potency means the concentration at half of the fitted maximal effect; % of control where 0% means no effect; nearly all actives have a fitted effect of over 60% in size
#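 Stable Rab9-luc Huh7, 1500 cells/well, 2 h settle; cmpd in DMSO, 24 h, 37 °C/5% CO2; luciferase reagent 10 min RT; luminescence.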
# Tb PFK block: qHTS Assay to Find Inhibitors of T. brucei phosphofructokinase. ATP-dependent 6-phosphofructokinase (Trypanosoma brucei brucei), O15648. T. brucei PFK, ADP-Glo luminescence. Potency, µM (series often up to 57.5 µM), inactives show at the highest dose activity, negative = inhibition, actives largely listed as inhibitors. 330,000 tested, 0.17% active;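 further: potency means the concentration at half of the fitted maximal effect; 0% = uninhibited 1x PFK enzyme wells and -100% = no-enzyme wells; nearly all actives have a fitted effect of over 60% in size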
# Target sequence (O15648 whole entry, looked up): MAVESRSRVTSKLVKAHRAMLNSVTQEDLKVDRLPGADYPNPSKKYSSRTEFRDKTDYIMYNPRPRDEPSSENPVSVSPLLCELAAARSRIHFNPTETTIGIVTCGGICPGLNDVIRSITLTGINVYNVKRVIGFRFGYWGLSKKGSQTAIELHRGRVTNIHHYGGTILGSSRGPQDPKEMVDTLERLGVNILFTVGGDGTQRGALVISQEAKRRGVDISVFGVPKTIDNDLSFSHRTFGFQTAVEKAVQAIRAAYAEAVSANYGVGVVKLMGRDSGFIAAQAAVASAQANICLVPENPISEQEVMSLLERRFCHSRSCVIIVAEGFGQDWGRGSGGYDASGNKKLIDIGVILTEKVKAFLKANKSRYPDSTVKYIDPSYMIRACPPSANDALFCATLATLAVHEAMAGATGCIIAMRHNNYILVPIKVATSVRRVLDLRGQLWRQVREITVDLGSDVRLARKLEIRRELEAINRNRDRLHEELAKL
#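 Luminescent ADP detection (ADP-Glo, two-step: ATP depletion then ADP-to-ATP conversion for luciferase) reported PFK activity after 45 min room-temperature reaction of 1.25 nM enzyme with 0.5 mM F6P and 0.1 mM ATP at pH 8.0.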
# RORgamma inh: qHTS for inhibitors of ROR gamma transcriptional activity. Nuclear receptor ROR-gamma (Mus musculus), P51450. Potency, µM (highest dose often 53.6 µM), without a hit: at the highest dose activity change, negative = inhibition, actives largely listed as inhibitors. 310,000 tested, 5.4% active. Drosophila S2 Gal4-RORgamma UAS-luciferase reporter, 20 h; further: potency means the concentration at half of the fitted maximal effect; on the % scale 0 is the no-effect control and ±100 the full control effect; nearly all actives have a fitted effect of over 60% in size
#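 Stably transfected Drosophila Schneider cells are the test system, with ROR gamma fused to Gal4 and luciferase under UAS control; luminescence is read after 20 hr of 700 uM copper sulfate induction at ambient temperature.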
# TRPV1 ag: HTS Assay for Compounds that Act as Agonists of the Vanilloid Receptor 1; activation, % at 8.33 µM; TRPV1-expressing cells, Fluo-8 calcium influx, agonist mode; 320,000 tested, 0.19% active; in the data active means activation above about 80%; inconclusive means between about 30% and that limit; further: 0% is about no effect
#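 TRPV1-expressing cells were cultured overnight at 35.5C and loaded with Fluo-8 calcium dye for 40 to 90 min at room temperature. After a 10 s baseline, compound was added and calcium influx was read kinetically for 3 min (ex 480/em 520 nm).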
# p53 reactivation: qHTS assay for re-activators of p53 using a Luc reporter | H1299 p53-A138V BP100-luciferase reporter, luminescence, 24 h | Potency, µM (titrated, usually from 92.2 µM), inactives show at the top dose activity change, positive = activation, hits mostly activators | 320,000 tested, 0.063% active | AID 504706, 2011; further: potency means the concentration at half of the fitted maximal effect; % of control where 0% means no effect; nearly all actives have a fitted effect of over 45% in size
#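 H1299 (p53-null), stable ts p53-A138V + BP100-Luc; 1000 cells/well, Opti-MEM/10% FBS; cpd 4 pt, 1:5; 24 h, 37 deg C, 5% CO2; detection reagent 10 min RT; luminescence.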
# FLuc modulator: qHTS profiling assay for firefly luciferase inhibitor/activator using purifed enzyme and Km concentrations of substrates (counterscreen for miR-21 project); 360,000 tested, 6.9% active; Luciferin 4-monooxygenase (Photinus pyralis), P08659; purified FLuc, Km substrates, luminescence inhibition; Potency, µM (doses to about 57.5 µM), without a hit: top-dose activity change, negative = inhibition, most hits filed as inhibitors;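 further: potency means the concentration at half of the fitted maximal effect; plate controls were vehicle for no effect and reference inhibitor for full effect; nearly all actives have a fitted effect of over 55% in size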
# Target sequence (P08659 whole entry, looked up): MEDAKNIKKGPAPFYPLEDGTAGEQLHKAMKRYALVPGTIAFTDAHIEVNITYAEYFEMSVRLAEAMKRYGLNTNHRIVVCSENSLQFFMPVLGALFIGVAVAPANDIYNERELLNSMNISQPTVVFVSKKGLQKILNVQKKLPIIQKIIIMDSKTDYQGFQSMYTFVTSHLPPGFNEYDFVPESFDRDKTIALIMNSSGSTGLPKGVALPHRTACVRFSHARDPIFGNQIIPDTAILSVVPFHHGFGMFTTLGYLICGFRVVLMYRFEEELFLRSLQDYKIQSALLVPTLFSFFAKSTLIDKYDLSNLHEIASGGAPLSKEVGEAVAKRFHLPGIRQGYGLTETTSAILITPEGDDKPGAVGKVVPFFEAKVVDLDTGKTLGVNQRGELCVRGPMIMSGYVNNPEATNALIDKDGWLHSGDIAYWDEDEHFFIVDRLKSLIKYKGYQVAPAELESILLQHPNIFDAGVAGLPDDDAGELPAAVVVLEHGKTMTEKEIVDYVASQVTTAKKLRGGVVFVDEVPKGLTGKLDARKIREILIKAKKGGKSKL
#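 Purified P. pyralis luciferase, 10 nM final, with Km-level 10 uM D-luciferin and 10 uM ATP in 50 mM Tris acetate pH 7.5, 10 mM Mg acetate, 0.01% Tween-20, 0.05% BSA; 6-point qHTS titration about 60 µM downward; luminescence read.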
# VP16 counter: VP16 counterscreen qHTS for inhibitors of ROR gamma transcriptional activity. Drosophila S2 Gal4-VP16 UAS-luciferase, luminescence, 20 h. Potency, µM (doses to about 53.6 µM), inactives show top-dose activity, negative = inhibition, actives largely listed as inhibitors. 310,000 tested, 3.5% active;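 further: Gal4-VP16 expression switched on by copper sulfate through the metallothionein promoter; potency means the concentration at half of the fitted maximal effect; on the % scale 0 is the no-effect control and ±100 the full control effect; nearly all actives have a fitted effect of over 50% in size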
# ELG1 genotox: qHTS screen for small molecules that induce genotoxicity in human embryonic kidney (HEK293T) cells expressing luciferase-tagged ELG1; HEK293T ELG1-luciferase reporter, luminescence, 16 h; Potency, µM (top dose mostly 46 µM), for inactives: at the highest dose activity change, positive = activation, usual class: activators; 330,000 tested, 1.3% active; AID 504466, 2011; further: potency means the concentration at half of the fitted maximal effect; % of control where 0% means no effect; nearly all actives have a fitted effect of over 60% in size
#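 ELG1-luciferase HEK293T cells, 2,000/well; compound pinned in; 16 hr, 37 °C, 5% CO2; ONE-Glo, 30 min RT; luminescence on CCD imager.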
# BRCA1 expr act: qHTS Assay to Identify Small Molecule Activators of BRCA1 Expression. MCF7-BRCA1-FFLuc reporter, luminescence, 48 h; response scale: scaled: vehicle 0%, 10 µM genistein 100%. Potency, µM (titrated, usually from 46.1 µM), inactives show at the highest dose activation, most hits filed as activators. 380,000 tested, 1.1% active. AID 624202, 2012; further: potency means the concentration at half of the fitted maximal effect; nearly all actives have a fitted effect of over 80% in size; some results filed as inactive show a strong effect at the top dose
#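 48 h compound treatment of MCF7-BRCA1-FFLuc cells (phenol-red free MEM, 37 °C), then 15 min with luciferase substrate and luminescence imaging.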
# NPC1 promoter act: qHTS Assay for NPC1 Promoter Activators | 320,000 tested, 2.4% active | Potency, µM (highest dose often 9.22 µM), for the others: top-dose activation, actives largely listed as activators | Huh7 NPC1 promoter luciferase reporter, 24 h;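 further: potency means the concentration at half of the fitted maximal effect; % of control where 0% means no effect; nearly all actives have a fitted effect of over 60% in size; reporter is driven by a mutant NPC1 promoter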
#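 NPC1 promoter–luciferase Huh7 cells; 24 h compound; luminescence.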
# ELG1 DNA repair: qHTS screen for small molecules that inhibit ELG1-dependent DNA repair in human embryonic kidney (HEK293T) cells expressing luciferase-tagged ELG1. AID 504467, 2011. HEK293T ELG1-luciferase reporter, luminescence, 16 h; DNA damage induced by 5-fluorouridine. 330,000 tested, 2.3% active. Potency, µM (titrated, usually from 46.1 µM), for inactives: top-dose activity change, negative = inhibition, hits mostly inhibitors; further: potency means the concentration at half of the fitted maximal effect; on the % scale 0 is the no-effect control and ±100 the full control effect; nearly all actives have a fitted effect of over 55% in size
#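 DMSO vehicle served as the neutral condition. Each well held 2,000 cells given 5-fluorouridine plus compound; after 16 hr at 37 °C/5% CO2, ONE-Glo was added and luciferase measured 30 min later.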
# Numbers without * were called inactive; ? = inconclusive; / = no result given; [ ] = another dose, or the depositor's remark. Unless noted, the call rests on the fitted dose curve; in most records, active means well fitted curve in the direction sought with a large enough effect; inconclusive means small, poorly fitted or top-dose-only effect, or another doubt; inactive means no such curve, though single readings can be large; an effect the other way counts as inactive or inconclusive. No enrichment for hits; overall some 15% were active at least once.
SMILES,Rab9 prom act,Tb PFK block,RORgamma inh,TRPV1 ag,p53 reactivation,FLuc modulator,VP16 counter,ELG1 genotox,BRCA1 expr act,NPC1 promoter act,ELG1 DNA repair
O=C(NC1CCN(Cc2ccc3ccccc3c2)CC1)c1ccccc1,-8.6%,2.9%,32.6%,3.6,-5.1%,-2.2%,-0.4%,-8.8%,2.5%,-6.8%,-16.2%
OCCN1CCN(c2cc(C(F)(F)F)nc3c(F)cccc23)CC1,0.7%,-21.1%,-15.6%,-2.8,0.0%,0.6%,9.1%,0.3%,4.3%,-3.7%,2.3%
COCC(C)n1c(SCC(=O)NC(=O)Nc2ccc3c(c2)OCCO3)nc2ccccc2c1=O (stereo not given),0.9%,-4.4%,?,-9.1,-5.4%,-12.4%,-0.6%,0.7%,-0.3%,-7.9%,?
COc1ccc(CCNC(=O)c2cc(-c3cc(C)cc(C)c3O)n[nH]2)cc1OC,-7.3%,-4.6%,5.0%,12.1,-7.8%,?,-15.7%,-6.9%,-17.4%,2.2%,?
CN(C)c1ccc(C(=O)NNC(=O)c2ccc(Cl)cc2)cc1,8.8%,0.9%,-1.7%,7.0,-2.7%,-12.2%,-10.8%,4.8%,6.2%,-0.1%,?
Cc1cc(C(=O)Cn2nnc3ccccc3c2=O)c(C)n1Cc1cccs1,0.447µM*,-1.4%,?,0.7,51.0%,0.601µM*,-87.8%,2.59µM*,?,0.355µM*,?
O=C(CSc1nc2ccc([N+](=O)[O-])cc2s1)NC1CCS(=O)(=O)C1 (stereo not given),5.0%,-0.6%,14.7%,2.2,-2.8%,-8.2%,-4.4%,-6.9%,-16.9%,-4.3%,-9.0%
Fc1cccc(Cl)c1Cn1nnc2c(NCc3ccncc3)ncnc21,-9.5%,-5.7%,-7.2%,13.2,2.8%,-0.1%,?,-9.1%,-3.3%,-5.5%,?
CCNC(=O)COC(=O)/C=C/c1cccc(F)c1,1.2%,1.1%,31.4%,8.3,3.9%,-1.6%,-17.5%,4.7%,0.0%,1.5%,1.5%
COc1cccc(NC(=O)Nc2ccc3nsnc3c2)c1,2.82µM*,-1.1%,?,6.4,11.0%,7.57µM*,24.1%,0.0%,7.08µM*,?,?
CC(C)c1nc(SCC(=O)Nc2ccc(C(=O)O)cc2)c2c3c(sc2n1)CCCC3,-0.7%,4.8%,-5.2%,1.0,2.0%,26.9µM*,13.0%,9.5%,-11.7%,-1.8%,16.2%
O=C(COC(=O)CCC(=O)c1ccc(F)cc1)NCc1ccco1,-0.9%,-2.1%,0.9%,0.5,-2.0%,1.1%,5.2%,0.2%,-16.2%,-1.8%,-0.9%
COc1ccc(CCNCc2c(OC)ccc3ccccc23)cc1OC,-16.0%,9.7%,2.2%,-7.8,-3.1%,-0.5%,-0.2%,-10.1%,0.5%,0.0%,1.2%
Cc1occc1C(=O)NCc1ccc(C(=O)O)o1,13.9%,2.5%,12.3%,0.5,-1.9%,0.6%,-6.5%,1.4%,18.9%,8.8%,24.2%
COc1cc(Cl)ccc1NC(=O)COc1ccccc1C(=O)N1CCN(c2ccc(O)cc2)CC1,-0.2%,-13.0%,-25.4%,2.9,-0.7%,-3.8%,-0.3%,-20.2%,-29.1%,4.6%,13µM*
CCc1nc2sc3c(c2c(=S)[nH]1)CC(C)(C)OC3,8.8%,0.0%,2µM*,6.6,-5.7%,-10.3%,6.31µM*,-0.5%,-0.8%,15.1%,11.2%
Cc1cc2cc(OCc3ccccc3)ccc2n1C,3.16µM*,0.9%,6.8%,5.0,8.0%,5.36µM*,9.0%,?,?,2µM*,?
O=c1oc2cc(OCc3ccc(C(F)(F)F)cc3)ccc2cc1-c1ccccn1,-3.4%,3.1%,-19.1%,7.6,18.1%,-0.2%,-3.2%,-3.0%,0.0%,-4.3%,-8.2%
CCOC(=O)c1sc(=S)n(-c2ccccc2)c1N(C(C)=O)C(C)=O,-3.5%,2.2%,-10.8%,6.2,-1.1%,-2.2%,1.6%,-6.6%,-19.3%,-0.3%,25.7%
COc1ccc2cc(CCNS(=O)(=O)c3c(C)cc(C)cc3C)c(=O)[nH]c2c1,4.3%,0.4%,4.1%,0.2,-2.0%,0.7%,2.0%,5.3%,-5.4%,-1.0%,-9.6%
COCCn1c(SCC(=O)NC2CCCC2)nc2cccnc21,-0.3%,0.9%,0.0%,3.0,0.6%,-1.6%,3.2%,4.8%,15.3%,0.3%,8.2%
O=S(=O)(NC1=NCCC1)c1cccc(NC(=S)Nc2ccc(OC(F)F)cc2)c1,/,-0.5%,/,/,-7.3%,/,/,-2.8%,-4.2%,/,-2.2%
O=[N+]([O-])c1cc(/C=N\O)ccc1Oc1ccc(F)cc1,-11.0%,-4.8%,22.0%,?,18.9%,-16.7%,-7.5%[10 µM],?,63.5%,8.4%,?
CC1Sc2ccc(S(=O)(=O)N3CCN(c4ccccc4)CC3)cc2NC1=O (stereo not given),-3.6%,-1.2%,?,16.5,-0.4%,0.2%,-28.6%,2.0%,-24.7%,0.3%,-1.7%
CN(c1ccccc1)S(=O)(=O)c1ccc(NC(=O)c2ccco2)cc1,0.9%,-2.7%,?,?,-1.5%,-13.2%,-4.4%,0.9%,35.1%,-1.1%,-0.4%
Cn1c(O)c(C=NCC2CCNCC2)c(=O)n(C)c1=O,-2.6%,0.4%,-32.9%,-5.0,-9.1%,6.8%,0.9%,-2.1%,/,-5.3%,4.2%
Cc1nnc2n(-c3ccc(Cl)cc3)c(=O)c3c4c(sc3n12)CN(C)CC4,-4.1%,-1.7%,3.1%[10 µM],-2.8,1.4%,-1.1%,-7.2%,3.3%,/,3.4%,2.3%
COc1ccc(-c2noc(C)c2-c2ccc3ccccc3n2)c(O)c1,3.8%,1.2%,24.8%,?,-25.6%,1.1%,-1.1%,-4.8%,-60.1%,3.1%,?
COc1cc2c(cc1OC)CN(CC(=O)Nc1ccccc1C#N)CC2,-7.5%,2.8%,-9.6%,-1.1,-4.9%,-22.2%,-12.9%,-3.0%,-40.6%,-3.0%,?
O=C(Nc1cccc(F)c1)c1coc(=O)c(Br)c1,-0.1%,-23.3%,194.9%,-2.3,?,2.2%,26.1%,?,1.7%,-3.8%,11.7%
Cc1ccc(CN2CCN(C(=O)CC(C)C)CC2)cc1,-3.3%,-3.1%,-1.5%,-1.1,9.3%,-8.1%,-13.3%,-7.2%,-6.3%,4.8%,-18.1%
CN(CCO)c1ncnc2nc[nH]c12,0.8%,13.5%,?,-0.2,-3.3%,3.1%,2.9%,9.2%,0.0%,-3.5%,-1.8%
CCN1CCCC1CNC(=O)c1ccc2c(=O)n(CCOC)c(=O)[nH]c2c1 (stereo not given),-3.5%,-3.5%,-17.0%,-1.5,-0.4%,3.3%,0.2%,2.4%,0.9%,-4.5%,9.7%
Cc1cc(Cc2cc(C)c(N)cc2C)c(C)cc1N,-0.4%,-5.6%,-6.3%,8.5,-7.2%,0.2%,-6.1%,0.6%,3.3%,-1.1%,-4.1%
CCn1c(SCC(=O)c2c(N)n(C3CC3)c(=O)[nH]c2=O)nc2cc(S(N)(=O)=O)ccc21,-4.8%,-18.7%,/,1.3,3.9%,4.3%,/,-1.3%,2.2%,0.2%,-1.0%

# 3 of the compounds above, with bars between the fields:
mol | Rab9 prom act | Tb PFK block | RORgamma inh | TRPV1 ag | p53 reactivation | FLuc modulator | VP16 counter | ELG1 genotox | BRCA1 expr act | NPC1 promoter act | ELG1 DNA repair
COCCn1c(SCC(=O)NC2CCCC2)nc2cccnc21 | -0.3% | 0.9% | 0.0% | 3.0 | 0.6% | -1.6% | 3.2% | 4.8% | 15.3% | 0.3% | 8.2%
COc1ccc(CCNCc2c(OC)ccc3ccccc23)cc1OC | -16.0% | 9.7% | 2.2% | -7.8 | -3.1% | -0.5% | -0.2% | -10.1% | 0.5% | 0.0% | 1.2%
COc1cc2c(cc1OC)CN(CC(=O)Nc1ccccc1C#N)CC2 | -7.5% | 2.8% | -9.6% | -1.1 | -4.9% | -22.2% | -12.9% | -3.0% | -40.6% | -3.0% | ?
